Screening results deposited in PubChem by National Center for Advancing Translational Sciences (NCATS).
HCV inh: blocks hepatitis C virus. Huh7.5.1 HCVcc-Cre infection, luciferase reporter, 44 h. Potency, µM (doses to about 41.8 µM), without a hit: top-dose activity change, negative = inhibition, actives largely listed as inhibitors. 340,000 tested, 3.4% active. AID 651820; note: potency is the fitted concentration of half-maximal effect; % is set by controls: 0 for no effect and ±100 for the full control effect
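1,000 cells/well; 4 h culture; + compound; + HCVcc-Cre (~0.5 moi); 44 h; luciferase substrate, RT 15 min; read 15 sec.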
Giardia FBPA inh: blocks Giardia fructose-bisphosphate aldolase activity; A8B2U2; purified Giardia FBPA; Potency, µM (doses to about 59.6 µM), inactives show at the top dose activity, negative = inhibition, hits mostly inhibitors; 290,000 tested, 0.71% active; AID 2451; note: potency is the fitted concentration of half-maximal effect; % is set by controls: 0 for no effect and ±100 for the full control effect; nearly all actives have a fitted effect of over 55% in size
Target sequence (A8B2U2 whole entry, looked up): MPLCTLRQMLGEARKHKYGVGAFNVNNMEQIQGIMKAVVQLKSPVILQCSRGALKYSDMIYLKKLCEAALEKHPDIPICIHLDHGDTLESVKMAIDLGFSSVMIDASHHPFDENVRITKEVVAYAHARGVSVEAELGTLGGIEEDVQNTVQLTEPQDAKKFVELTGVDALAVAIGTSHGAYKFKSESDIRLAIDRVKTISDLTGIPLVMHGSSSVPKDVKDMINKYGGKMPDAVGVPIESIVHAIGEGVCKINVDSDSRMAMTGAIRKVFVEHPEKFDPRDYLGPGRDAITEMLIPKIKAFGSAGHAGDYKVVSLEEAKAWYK
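40 nM FBPA preincubated 10 min at RT with compound (up to 57.5 uM final), then substrate plus GAPDH/TPI/NAD/arsenate coupling and diaphorase/resazurin added. Fluorescence read after 20 min at RT, 525/598 nm.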
Shiga toxin inh: blocks Shiga toxin action in Vero cells. inhibition, % at 38.7 µM. AID 2315. 290,000 tested, 9.2% active. Vero cells, Shiga toxin protein synthesis inhibition reporter; in the data active = inhibition mostly above about 28%, no sharp cut-off; inactive = mostly below about 43%; note: 0% is about no effect
CHX counter: counter-screen for Shiga toxin inhibitors: cycloheximide protein synthesis inhibition; 300,000 tested, 12% active; cell reporter, cycloheximide protein synthesis inhibition counterscreen; max response, %; in the data active = max response mostly above about 13%, no sharp cut-off; inactive = mostly below about 14%; note: read at 38.3 µM for the half of the compounds with a filed dose; 0% is about no effect
Pf growth 96h: P. falciparum growth inhibition at 96 hours | 320,000 tested, 6.9% active | P. falciparum luciferase reporter growth, 96 h | Potency, µM (top dose mostly 28.7 µM), inactives show at the highest dose activity change, negative = inhibition, most hits filed as inhibitors; note: potency is the fitted concentration of half-maximal effect; % is set by controls: 0 for no effect and ±100 for the full control effect
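Parasite growth measured via integrated firefly luciferase reporter in P. falciparum. Infected erythrocytes at 2% hematocrit, 0.05% parasitemia final were treated 96 hours at 37 C under 5% CO2, and luminescence was read.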
Pf growth 48h: inhibits P. falciparum growth in the first generation, 48 h. AID 504832. P. falciparum luciferase growth in erythrocytes, 48 h. Potency, µM (series often up to 28.7 µM), without a hit: at the highest dose activity change, negative = inhibition, usual class: inhibitors. 310,000 tested, 5.9% active; note: potency is the fitted concentration of half-maximal effect; % is set by controls: 0 for no effect and ±100 for the full control effect
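Growth was read as firefly luciferase luminescence after a 48 h, 37 C, 5% CO2 exposure of compounds to reporter-bearing P. falciparum cultures (0.1% parasitemia, 2% hematocrit final) in Albumax-supplemented RPMI 1640.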
Starred values were filed as active, the others as inactive; i = inactive; ? = inconclusive; nt = no result given; + = active, no number; & = joins results of further samples; [ ] = dose if it differs, or a comment. Unless noted, calls come from the whole dose curve; as a rule, active = well fitted curve in the direction sought with a large enough effect; inconclusive = small, poorly fitted or top-dose-only effect, or another doubt; inactive = no such curve, though single readings can be large; an effect the other way counts as inactive or inconclusive.

Values run as follows: CHX counter, Pf growth 48h, Shiga toxin inh, Pf growth 96h, Giardia FBPA inh, HCV inh
O=C(/C=C/c1ccc2c(c1)OCO2)N1CCCCC1
    39*, 155%[activator], 45*, ?, -6%, 26%
[O-]C1=N/[N+](=C/c2ccccc2Cl)CC1
    -2, 4%, -8, 15%, -8%, 11%
N#Cc1cc(NC(=O)c2ccc(F)cc2)c(=O)n2c1[nH]c1ccccc12
    -4, -5%, -5, ?, -4%, nt
COc1cc(C(C)=O)ccc1OCC(=O)Nc1cc(Cl)ccc1-n1cncn1
    nt, -1%, nt, -24%, nt, ?
Cc1ccc(NC(=O)C(NC2CCCc3ccccc32)c2ccccc2)c([N+](=O)[O-])c1 (stereo unspecified)
    22*, 13µM*, +, ?, -24%, ?
CCOC(=O)c1cccc(NC(=O)COc2nsnc2N2CCOCC2)c1
    12, ?, -10, -12%, 11%, ?
O=C(c1ccc2ccccc2c1)C1CCCN(C(=O)c2noc3c2CCCC3)C1 (stereo unspecified)
    -3, 18%, 25, ?, -4%, 2%
COc1ccc(C)cc1NC(=O)C(=O)c1cn(CC(=O)N2CCCC2)c2ccccc12
    1, ?, 14, 8.3µM*, nt, nt
Cc1ccsc1/C=N/NC(=O)c1ccc2c(c1)OCCO2
    23*, 161%[activator], 23, 20%, -6%, -16%
Oc1c(C=Nc2cccc3nsnc23)ccc2ccccc12
    17*, 5%, 19, 0%, 5µM*, -30%
CCC(C)(C)C(=O)Nc1cc([N+](=O)[O-])ccc1F
    -1, -15%, 14, -21%, -6%, -3%
Cc1cc(N2CCOCC2)nc2ccc(NC(=S)NCc3ccc4c(c3)OCO4)cc12
    -7, -2%, -3, ?, -8%, ?
Cc1ccccc1NC(=O)c1cn2c(nc3ccccc32)c(C#N)c1C
    -2, 2%, -8, 6%, 2%, 2%
COC(=O)c1nc2nc(C)cc(C(F)(F)F)n2n1
    -12, 1%, -37, 12µM*, 1%, 22%
Cc1cccc(NS(=O)(=O)c2cccc(C(=O)NCC(C)(C)N3CCOCC3)c2)c1
    -2, ?, -7, 13%, -9%, -22%
COc1ccc(C)cc1NS(=O)(=O)c1ccc(NC(=O)CN(c2cc([N+](=O)[O-])ccc2C)S(C)(=O)=O)cc1
    4, ?, 12, 18%, -11%, 10µM*
Cc1ccc(-c2csc(N(CCO)CCCn3c(C(F)(F)F)nc4ccccc43)n2)cc1
    13, ?, 14, 6.6µM*, -23%, 10µM*
COc1ccc(CC(=O)NCC(=O)N/N=C/c2ccco2)cc1
    -6, 11%, -1, -7%, -4%, 3%
COc1ccc(-c2cc(C(=O)NCCCN3CCOCC3)c3cc(C(C)C)ccc3n2)cc1
    17, -24%, -5, 12%, 5%, ?
O=c1[nH]c2ccccc2n1CCCN1CCN(C(c2ccccc2)c2ccccc2)CC1
    -6, 12µM*, -4, 12µM*, -2%&-3%, 3%[8.37 µM]

Compound profiles, as listed above. Order of values: CHX counter	Pf growth 48h	Shiga toxin inh	Pf growth 96h	Giardia FBPA inh	HCV inh
COc1cc(C(C)=O)ccc1OCC(=O)Nc1cc(Cl)ccc1-n1cncn1 reads nt	-1%	nt	-24%	nt	?
COc1ccc(CC(=O)NCC(=O)N/N=C/c2ccco2)cc1 reads -6	11%	-1	-7%	-4%	3%

Next structures.
Values run as follows: CHX counter, Pf growth 48h, Shiga toxin inh, Pf growth 96h, Giardia FBPA inh, HCV inh
CCCCOCCCNC(=O)c1c(-c2ccccc2)noc1C
    1, 4%, -2, 34%[activator], -1%, -3%
O=C1OC2(O)C3C4C=CC(C4)C3C(=O)N2c2ccccc21 (stereo unspecified)
    2, 2.3µM*, -9, 46%[activator], -5%, 30%[activator]
Cc1ccc(S(=O)(=O)NCCc2c[nH]c3ccccc23)cc1
    -1, 11%, -9, 14%, 2%, 13%
Cc1nc2cc(C(=O)O)ccc2n1-c1ccc(F)cc1F
    -2, 20%, -6, 7%, -4%, 8%
CCC(=O)N1CCc2cc(Br)cc(S(=O)(=O)CC(=O)OC)c21
    10, ?, 17, 15µM*, 0%, 19%
CCCn1c(NCc2cccc(OC)c2OC)nc2ccccc21
    25, ?, 49, 3%, 0%, ?
COc1ccc(Cc2nnc(N/N=C/c3ccc(O)cc3)[nH]c2=O)cc1OC
    -7, 9.3µM*, -10, 13µM*, 9%, 0.89µM*
Cc1cc(Nc2ccc3c(c2)OCCO3)n2ncnc2n1
    8, ?, 10, -1%[5.75 µM], 2%, 1%
CNC(=O)CCCN1C(=O)c2ccccc2Sc2ncccc21
    -1, nt, -5, -20%, 3%, 2%
CCCCOc1ccc([N+](=O)[O-])cc1C(=O)O
    -4, -17%[5.75 µM], 4, ?, 2%, -8%
Cc1cc(O)cc(C)c1NS(=O)(=O)c1ccc2ccccc2c1
    -9, 7%, 3, ?, 3%, -28%
Cc1ccc(C2CC(c3cccs3)=NN2S(=O)(=O)c2ccc(C)cc2)cc1 (stereo unspecified)
    12, ?, 7, 2.9µM*, -2%, ?
S=C1SCN(Cc2cccnc2)CN1Cc1cccnc1
    -2, 1.9µM*, -9, ?, ?, -75%
CCC1CCCCN1CC(=O)Nc1ccc2c(c1)OCCO2 (stereo unspecified)
    nt, 76%[activator], nt, 135%[activator], nt, 9%
COc1ccc(CNC(=O)COc2ccc(C(=O)c3ccc(F)cc3)cc2)cc1
    1, 1%, 17, 6%, -2%, ?
COc1cc2occc2c2oc(=O)ccc12
    -3, 46%[activator], -11, 33%[activator], -3%&2%&2%, -15%
Cc1csc(/N=C/c2ccc([N+](=O)[O-])cc2)n1
    -2, 1%, -1, 19%, 0%, -20%
CCOC(=O)C1CCCN(c2c(NCC3CCCO3)c(=O)c2=O)C1 (stereo unspecified)
    -6, nt, -8, -18%, -3%, 23%
O=C(Nc1ccc(F)cc1F)NC1CCN(Cc2c(F)cccc2Cl)CC1
    -3, ?, -10, ?, 2%, -1%
Nc1ccc(S(=O)(=O)NC2(C(F)(F)F)NC(=O)N(c3ccccc3F)C2=O)cc1 (stereo unspecified)
    13, 36%, 36, -20%, nt, 22%
Cc1ccc(-c2cc(C(=O)N/N=C/c3cccnc3)n[nH]2)o1
    9, -13%, -5, ?, 0%, -8%
Cc1ccc(C(C(=O)NC(C)(C)C)N(Cc2ccco2)C(=O)CCC(=O)Nc2ccccn2)cc1 (stereo unspecified)
    1, ?, -4, ?, nt, -11%
C/C(Cn1nnc([N+](=O)[O-])n1)=N\NC(=O)c1ccc(Cl)c(Cl)c1
    -1, ?, -17, ?, ?, -25%
COc1cccc(-c2nc(CS(=O)(=O)CC(=O)Nc3ccc(C(C)=O)cc3)c(C)o2)c1
    -9, -14%, -13, 0%, nt, 11µM*
COc1ccc(S(=O)(=O)N2CCCc3ccccc32)cc1[N+](=O)[O-]
    -5, 1%[0.00184 µM], -8, -1%, 7%, -17%
COc1cc(CNCCc2ccc3c(c2)OCO3)ccc1O
    -2, ?, nt, ?, ?, -9%
CCN(CC)S(=O)(=O)c1ccc(/C=C/C(=O)OCC#N)cc1
    -3, -2%, -10, 1%, -2%, 4%
Cc1ccc(S(=O)(=O)N2CCOCC2)c(C)c1NS(C)(=O)=O
    -3, 9%, -1, 42%[activator], 0%, 36%[activator]
O=C(NC1CCCCCC1)c1cccnc1Sc1ccccc1
    -4, 12%, -13, 6%, 7%, -5%
S=c1[nH]nc(-c2ccco2)n1Cc1ccccc1
    33, 138%[activator], 60, 21%, -4%, -5%
CC(=O)c1cccc(CN2CCN(Cc3ccccc3)C(CCO)C2)c1 (stereo unspecified)
    -3, 0%, 27, 23%, -6%, 5%
C=CCn1c(C)csc1=Nc1ccccc1C
    30*, 49%[activator], 75, ?, -16%, 11%
COc1ccc(CNC(=O)C2CC(O)CN2C(=O)Nc2ccccc2)cc1 (stereo unspecified)
    -2, 10%, -3, 199%[activator], 5%, 9%
Cc1cc(-c2nnc(SCC(=O)NC3CC3)n2C(C)C)cs1
    -1, 5%, -12, 7%, -4%, 11%
CCC(=O)N1CCc2cc(S(=O)(=O)CCC(=O)Nc3cccc(C)n3)ccc21
    -3, -13%, 10, ?, 7%, 14%
Cc1c(-c2cccc(Cl)c2)nc2ccccc2c1C(=O)OCC(=O)Nc1ccc2c(c1)OCO2
    -6, ?, 1, 2.1µM*, -8%, ?
COc1cccc(CNCCc2c[nH]c3ccccc23)c1OC
    2, -5%, -14, -8%, -2%, 25%
CCOC(=O)C1C/C(=C\C(C)=O)c2cccc(C(F)(F)F)c2O1 (stereo unspecified)
    -3, nt, i, nt, -12%[89.2 µM], nt
CCCc1sc(C(=O)Nc2nnc(C3CC3)s2)cc1CC
    nt, 14%, nt, 37%[activator], nt, -27%
COc1cccc(N=Cc2ccc(O)cc2O)c1
    1, nt, 8, ?, -26%, 12%
Cc1ccccc1NC(=S)N(CCCN1CCOCC1)Cc1cccnc1
    0, -3%, -16, ?, -5%, 14%
Cc1ccc(CN2CC(=O)N3[C@H]4c5ccccc5OC[C@@H]4[C@H](c4ccccc4)[C@]3(C)C2=O)cc1
    nt, 9.3µM*, nt, ?, nt, ?
COc1ccccc1C(O)(C(=O)NNc1ccccc1C)c1ccccc1OC
    4, ?, -5, 6.6µM*, 10%, 15%
Cc1ccccc1CNC(=O)CC1C(=O)NCCN1Cc1c(F)cccc1Cl (stereo unspecified)
    -2, 0.83µM*, -5, 2.3µM*, 4%, 5%
CS(=O)(=O)N(Cc1ccccc1Cl)c1ccc(C(=O)N2CCCC2)cc1
    -3, 24%, 2, 57%[activator], 15%, 6%
O=C(CCCn1c(=O)[nH]c2ccsc2c1=O)N1CCN(c2ccccn2)CC1
    -3, 4%, 2, 9%, 0%, 15%
Cc1ccc(S(=O)(=O)N2CCN(C(=O)CCC(=O)NC3CCCc4ccccc43)CC2)cc1 (stereo unspecified)
    -8, nt, -18, -2%, 3%, ?
Cc1cccc(NC(=S)NCc2ccccn2)c1
    28, -1%, 42, 40%[activator], nt, -11%
C=CCn1c(CSc2nc3ccccc3s2)nnc1SCC(=O)NCc1cccnc1
    -5, ?, -3, 28%, -11%, 14%
C=CCn1c(SCC(=O)c2[nH]c(C)c(C(=O)OCC)c2C)nc2scc(-c3ccccc3)c2c1=O
    -2, 29%, -12, -20%, 0%, ?
CCc1ccc(CNC(=O)CCS(=O)(=O)Cc2ccc(C)cc2)cc1
    -9, 5%, -10, 25%, nt, 12%

An excerpt of these results, with bars between the fields.
smiles | CHX counter | Pf growth 48h | Shiga toxin inh | Pf growth 96h | Giardia FBPA inh | HCV inh
Cc1ccc(CN2CC(=O)N3[C@H]4c5ccccc5OC[C@@H]4[C@H](c4ccccc4)[C@]3(C)C2=O)cc1 | nt | 9.3µM* | nt | ? | nt | ?
COc1ccccc1C(O)(C(=O)NNc1ccccc1C)c1ccccc1OC | 4 | ? | -5 | 6.6µM* | 10% | 15%
Cc1ccccc1CNC(=O)CC1C(=O)NCCN1Cc1c(F)cccc1Cl (stereo unspecified) | -2 | 0.83µM* | -5 | 2.3µM* | 4% | 5%
CS(=O)(=O)N(Cc1ccccc1Cl)c1ccc(C(=O)N2CCCC2)cc1 | -3 | 24% | 2 | 57%[activator] | 15% | 6%
O=C(CCCn1c(=O)[nH]c2ccsc2c1=O)N1CCN(c2ccccn2)CC1 | -3 | 4% | 2 | 9% | 0% | 15%
Cc1ccc(S(=O)(=O)N2CCN(C(=O)CCC(=O)NC3CCCc4ccccc43)CC2)cc1 (stereo unspecified) | -8 | nt | -18 | -2% | 3% | ?
Cc1cccc(NC(=S)NCc2ccccn2)c1 | 28 | -1% | 42 | 40%[activator] | nt | -11%
C=CCn1c(CSc2nc3ccccc3s2)nnc1SCC(=O)NCc1cccnc1 | -5 | ? | -3 | 28% | -11% | 14%
C=CCn1c(SCC(=O)c2[nH]c(C)c(C(=O)OCC)c2C)nc2scc(-c3ccccc3)c2c1=O | -2 | 29% | -12 | -20% | 0% | ?
CCc1ccc(CNC(=O)CCS(=O)(=O)Cc2ccc(C)cc2)cc1 | -9 | 5% | -10 | 25% | nt | 12%
